Screens from PubChem BioAssay.
yeast rad50 = NCI yeast anticancer drug screen, S. cerevisiae rad50 strain; growth inhibition, % at 50 µM; actives 10% (n = 79,000);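 further: 0% = growth of vehicle-only cultures of the same strain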
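Relative growth inhibition (compound vs vehicle) was measured in yeast with a defined repair-gene alteration.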
yeast bub3 = NCI yeast anticancer drug screen, S. cerevisiae bub3 mutant strain; % growth inhibition at 50 µM; actives 9.9% (n = 78,000); AID 167;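 further: 0% = growth of vehicle-only cultures of the same strain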
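Readout: yeast growth inhibition, expressed relative to vehicle-only wells. The test organism is a mutant strain from a panel with lesions in DNA repair or checkpoint genes.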
mec2-1 = NCI yeast anticancer drug screen, S. cerevisiae mec2-1 strain; % growth inhibition at 50 µM; actives 9% (n = 79,000);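 further: 0% = growth of vehicle-only cultures of the same strain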
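mec2-1 yeast strain, carrying an alteration in DNA damage repair or cell cycle control, was exposed to compounds; growth inhibition was measured relative to vehicle-treated controls.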
yeast cln2 rad14 = NCI yeast anticancer drug screen, S. cerevisiae cln2 rad14 strain; % growth inhibition at 50 µM; actives 8.3% (n = 78,000);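 further: 0% = growth of vehicle-only cultures of the same strain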
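Yeast strain cln2 rad14, bearing defects in cell cycle control and DNA repair, serves as the test system; values reflect growth inhibition compared with vehicle.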
yeast sgs1 mgt1 = NCI yeast anticancer drug screen, S. cerevisiae sgs1 mgt1 strain. actives 10% (n = 78,000). % growth inhibition at 50 µM. AID 161;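 further: 0% = growth of vehicle-only cultures of the same strain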
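Inhibition of yeast growth, normalised to vehicle-treated controls, is reported for a strain bearing genetic alterations in DNA damage repair.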
yeast mlh1 rad18 = NCI yeast anticancer drug screen, S. cerevisiae mlh1 rad18 strain; AID 175; growth inhibition, % at 50 µM; actives 11% (n = 79,000);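 further: 0% = growth of vehicle-only cultures of the same strain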
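A repair-deficient yeast strain is exposed to test compound, and growth is scored relative to vehicle-treated controls.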
The depositor's hits bear a star. No stated cut-off is given here; in the data, active means growth inhibition above about 70%; inactive means the rest.

1) O/N=C1/C(=C/c2ccc(Oc3ccccc3)cc2)CCCC1C(NO)c1ccc(Oc2ccccc2)cc1 (stereo not drawn)
2) OC(Cn1cncn1)(Cn1cncn1)c1ccc(Cl)cc1Cl
3) CN1C(=O)NC(c2ccc(Cl)cc2)(c2ccc(Cl)cc2)C1=O
4) CC(C)[C@](O)(C(=O)OCC1CCN2CC[C@@H](O)C12)[C@H](C)O (stereo partly drawn)
5) CC(C(=O)O)c1cn(Cc2ccccc2)c2ccccc12 (stereo not drawn)
6) [N-]=[N+]=CC(=O)C1CCCN1C(=O)c1ccccc1 (stereo not drawn)
7) COC1CC(N=[N+]=[N-])C(OC(=O)c2ccccc2)C(CBr)O1 (stereo not drawn)
8) COc1ccc2c(C)cc(N/N=C/c3ccc(OC)c4ccccc34)nc2c1
9) COc1ccc(NC(=O)NCc2ccc(C)c(C)c2)cc1
10) Clc1ccccc1C1OCCCO1

assay / entry,1,2,3,4,5,6,7,8,9,10
yeast mlh1 rad18,32,48,91*,14,39,-13,20,40,35,-6
yeast bub3,39,57,-8,4,-44,4,7,52,20,-8
yeast sgs1 mgt1,23,63,-23,11,31,-39,23,91*,22,-22
yeast rad50,40,63,45,-34,5,-10,22,90*,-1,-1
mec2-1,36,54,11,-12,43,-29,18,37,39,15
yeast cln2 rad14,18,61,-12,-12,-9,13,-4,35,-3,-30

11) NC(CCCCN=Cc1nc(-c2ccccc2)oc1O)C(=O)O (stereo not drawn)
12) CNS(=O)(=O)c1ccc(Br)cc1
13) CCc1ccc(Cc2ccc(CC)c(NC(=O)C(=O)Cc3nc4ccccc4nc3C)c2CC)c(CC)c1NC(=O)C(=O)Cc1nc2ccccc2nc1C
14) OC(CCN1CCC2CCC(C2)C1)(c1ccccc1)c1ccc(Cl)cc1 (stereo not drawn)
15) C/C(=N/NC(N)=O)c1cn[nH]c1C
16) O=C=Nc1ccc2[nH]c3ccccc3c2c1
17) COC(=O)/C(=N\NC(C)(C)C)C(C(=O)OC)C(=O)C(=O)Nc1cc(Cl)ccc1Cl (stereo not drawn)
18) N#CCCNc1ccc2c(c1)C(=O)c1ccccc1-2
19) CCOC(=O)N1CCN(C(=O)Nc2cccc3ccccc23)CC1
20) CCOC(=O)NC(NC(=O)OCC)C(Cl)CC (stereo not drawn)

assay / entry,11,12,13,14,15,16,17,18,19,20
yeast mlh1 rad18,-48,-12,-20,-17,12,-3,9,-1,-1,-160
yeast bub3,-28,3,-8,4,12,0,-25,53,-12,-15
yeast sgs1 mgt1,-51,-10,-24,14,4,-6,-2,34,6,0
yeast rad50,-34,-16,-3,-5,-28,-34,7,42,-8,9
mec2-1,-52,-25,-25,-16,-15,-5,0,44,-19,0
yeast cln2 rad14,21,-14,-5,-26,-66,-11,1,12,-28,-14

Structural class, the compounds so far containing a COOH group
5) CC(C(=O)O)c1cn(Cc2ccccc2)c2ccccc12 (stereo not drawn)
11) NC(CCCCN=Cc1nc(-c2ccccc2)oc1O)C(=O)O (stereo not drawn)

assay / entry,5,11
yeast mlh1 rad18,39,-48
yeast bub3,-44,-28
yeast sgs1 mgt1,31,-51
yeast rad50,5,-34
mec2-1,43,-52
yeast cln2 rad14,-9,21

(further entries)
21) CC(C)NC(=O)OCCS(=O)c1c(Cl)c(Cl)nn1C (stereo not drawn)
22) Cc1cc(=O)n2c(c1)[nH]c1ccccc12
23) O=C(c1ccc(Br)cc1)C(O)O
24) CCOC(=O)C(Nc1cc([N+](=O)[O-])ccc1C(=O)N1CCCCC1)(C(=O)OCC)N1CCCCC1
25) O=C1CN(c2cccc(C(F)(F)F)c2)C(=O)CN1/N=C/c1ccc[nH]1
26) Cc1cccc(C(C)(C)C)c1NC(=O)C(C#N)C1=C(Cl)C(=O)c2ccccc2C1=O (stereo not drawn)
27) CCCN(CCC)CCc1cc(C(C)=O)n(S(=O)(=O)c2ccc(C)cc2)c1
28) c1ccc2c(c1)ncc1cccn12
29) CSc1nc(=O)cc(N)n1C
30) O=C1CC(c2ccccc2)n2c(nc3ccccc32)N1 (stereo not drawn)

assay / entry,21,22,23,24,25,26,27,28,29,30
yeast mlh1 rad18,99*,2,6,15,-5,89*,21,1,8,-64
yeast bub3,97*,2,-17,0,-7,92*,-7,8,-7,-15
yeast sgs1 mgt1,42,-6,13,14,9,89*,0,1,10,-18
yeast rad50,99*,3,4,5,-28,91*,-10,5,2,5
mec2-1,99*,0,13,13,-3,91*,-18,-11,-2,2
yeast cln2 rad14,98*,-1,-31,4,16,89*,20,3,-24,-14

31) O=C(Nc1ccc(F)cc1)c1ccc([N+](=O)[O-])cc1
32) O=c1[nH]n(CCc2ccccn2)c(=O)c(Cl)c1Cl
33) CCN(CC)c1ccc(N)cc1
34) CC1(C)C=C(C(c2cccc([N+](=O)[O-])c2)N2CCCCC2)C(=O)c2ccccc21 (stereo not drawn)
35) CC(C)(C)c1ccc(SC(=O)NCCCl)cc1
36) CC1(c2ccccc2)OCC(c2ccccc2)O1 (stereo not drawn)
37) COc1cc(C(=O)c2cocc2C(=O)c2ccc3c(c2)OCO3)cc(OC)c1OC
38) Cc1ccccc1C1OC(=O)c2ccccc21 (stereo not drawn)
39) O=C(Nc1ccc2c(O)c(N=Nc3ccc(N=Nc4ccc(S(=O)(=O)O)cc4)cc3)c(S(=O)(=O)O)cc2c1)c1ccccc1
40) Cc1n[nH]c(=O)n1N1C(=O)c2ccccc2C1=O

assay / entry,31,32,33,34,35,36,37,38,39,40
yeast mlh1 rad18,8,-17,35,-13,-11,10,-15,28,15,-27
yeast bub3,19,-11,-3,-1,-5,13,-26,15,9,-20
yeast sgs1 mgt1,36,12,26,-13,14,-7,-10,4,3,-26
yeast rad50,0,9,-4,-27,-2,-9,-17,18,19,-1
mec2-1,-1,2,-10,-11,24,-23,-33,-9,-6,-10
yeast cln2 rad14,-10,-6,-4,-41,-31,-22,-18,4,-9,-3

Screen by screen, quoted from above:
Nos. 31–40 in yeast bub3, in turn: 19, -11, -3, -1, -5, 13, -26, 15, 9, -20
Nos. 31–40 in yeast cln2 rad14, in turn: -10, -6, -4, -41, -31, -22, -18, 4, -9, -3

Continued.
41) Cn1c(Br)c(Br)c(=O)n(C)c1=O
42) Cc1cc(=O)[nH]c2[nH]c(=O)ccc12
43) CC(=O)CC1CCCC1
44) O=c1cc(N2CCOCC2)n2ccccc2n1
45) O=C(O)CSc1ccccc1
46) Cc1[nH]c2ccccc2c1-c1cc(-c2cc(-c3c(C)[nH]c4ccccc34)on2)no1
47) O=c1c2ccccc2[nH]c2c(O)c3c(=O)c4ccccc4[nH]c3cc12
48) CC1=CCC2(C)CCC3(C)C(CCC4C5(C)CCC(OC(=O)c6ccccc6)C(C)(C)C5CCC43C)C2C1C (stereo not drawn)
49) O=C(Nc1ccccc1)c1cc([N+](=O)[O-])cc([N+](=O)[O-])c1
50) CCCOC(=O)C(O)c1ccccc1 (stereo not drawn)

assay / entry,41,42,43,44,45,46,47,48,49,50
yeast mlh1 rad18,7,2,18,8,0,46,4,-14,0,15
yeast bub3,4,-2,5,-8,21,-7,3,-10,10,-13
yeast sgs1 mgt1,6,-2,20,8,18,-10,4,-12,15,-6
yeast rad50,2,-11,19,-4,39,-16,-9,3,9,16
mec2-1,3,0,1,-4,18,14,-2,-18,16,-6
yeast cln2 rad14,-1,-6,16,-21,13,43,-4,-1,-25,-24

51) O=S(=O)(SCc1ccccc1)C(c1ccccc1)c1ccccc1
52) O=C1NC(N/N=C\c2ccccc2)=N/C1=C/c1ccccc1
53) O=C(c1ccccc1)c1ccc2cccc(OC3OC(CO)C(O)C(O)C3O)c2n1 (stereo not drawn)
54) Oc1[nH]c2ccccc2c1N=NC1=NCCCCN1
55) Cc1ccc(S(=O)(=O)C2C(C)(C)C2(Sc2ccccc2)[Si](C)(C)C)cc1 (stereo not drawn)
56) CCOC(=O)c1[nH]cnc1N
57) COC(=O)/N=c1\cc(N2CC=CCC2)nc(N)n1O
58) CCC(=O)Oc1cc(C(C)(C)C)c(OC(=O)CC)cc1C(C)(C)C
59) COc1cc(C)c2sc3ccccc3c(=O)c2c1NCCCN(C)C
60) N#Cc1cc2c(N)ncnc2nc1N1CCCC1

assay / entry,51,52,53,54,55,56,57,58,59,60
yeast mlh1 rad18,98*,-26,6,-15,11,-4,5,35,95*,-26
yeast bub3,99*,0,27,-3,-4,1,-11,11,27,5
yeast sgs1 mgt1,98*,0,0,-7,-12,-3,-21,11,70*,-13
yeast rad50,90*,-3,17,-33,0,-17,-6,3,72*,-44
mec2-1,99*,5,13,-36,-16,11,-11,-14,37,-62
yeast cln2 rad14,96*,2,18,16,-11,-46,19,12,15,-2

Part of the list above, with values under each structure.
Each structure is followed by: yeast mlh1 rad18 | yeast bub3 | yeast sgs1 mgt1 | yeast rad50 | mec2-1 | yeast cln2 rad14
[51] O=S(=O)(SCc1ccccc1)C(c1ccccc1)c1ccccc1
  98* | 99* | 98* | 90* | 99* | 96*
[52] O=C1NC(N/N=C\c2ccccc2)=N/C1=C/c1ccccc1
  -26 | 0 | 0 | -3 | 5 | 2
[53] O=C(c1ccccc1)c1ccc2cccc(OC3OC(CO)C(O)C(O)C3O)c2n1 (stereo not drawn)
  6 | 27 | 0 | 17 | 13 | 18
[54] Oc1[nH]c2ccccc2c1N=NC1=NCCCCN1
  -15 | -3 | -7 | -33 | -36 | 16

Next structures
61) Cc1cc(N)no1
62) Cc1ccccc1CCOC(=O)c1cc([N+](=O)[O-])cc([N+](=O)[O-])c1
63) O=C1C(NS(=O)(=O)c2ccccc2)=C(n2ccnc2)C(=O)c2ccccc21
64) CCC[CH2][Ge]([CH2]CCC)([CH2]CCC)[O]C(=O)CC(=O)c1ccccc1
65) CCc1nc(N)nc(N)c1-c1ccc2nn(-c3ccccc3)[n+]([O-])c2c1
66) COc1cc2oc(-c3ccccc3)cc(=O)c2c(O)c1C
67) CC1=NN(C(=O)NS(=O)(=O)c2ccc(CCNC(=O)c3nccnc3N)cc2)CC1
68) O=C(N/N=C\c1ccc2c(c1)OCO2)c1ccc2c(c1)OCO2
69) O=C(N(c1ccccc1)c1ccc2c(c1)Cc1c(F)ccc(F)c1-2)C(F)(F)F
70) CCOc1ccc(N=C(N)N=C(N)N)cc1
71) O=C(c1ccc(Cl)cc1)C1OC12C(=O)Nc1c(Cl)cc(Cl)cc12 (stereo not drawn)
72) Cc1ccc(S(=O)(=O)N2CCc3ccccc3CC2)cc1

assay / entry,61,62,63,64,65,66,67,68,69,70,71,72
yeast mlh1 rad18,23,-16,-35,67,5,-11,14,1,-23,-16,99*,-34
yeast bub3,-23,5,27,80*,14,-10,-4,5,1,4,99*,-39
yeast sgs1 mgt1,8,-11,30,32,20,-9,6,2,-11,-7,99*,12
yeast rad50,31,-19,25,53,4,-6,22,1,-9,2,99*,-17
mec2-1,-4,2,15,45,11,-10,7,0,-14,-18,99*,-52
yeast cln2 rad14,24,4,-5,43,15,-13,-25,-15,-7,29,99*,1
